# Screening results: PubChem BioAssay, several laboratories
# DAX1 inh-1: DAX1 (NR0B1) inhibitors on StAR promoter, primary screen, cell-based, luminescence, SF-1 (NR5A1), full-length DAX-1. HEK293T StAR-luciferase reporter, SF-1/DAX-1 repression relief. inhibition, % at 6.8 µM. 370,000 compounds, 1.1% hits. AID 652010, 2013;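 active = inhibition above the mean over all tested compounds plus 3 SD, cut at about 3.6% in these data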;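 note: 0% = DAX-1 cells with DMSO and 100% = cells lacking DAX-1 with DMSO; higher inhibition means more luminescence from relief of DAX-1 repression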
# PLC-beta3 inh: human PLC-beta3 inhibitors, primary screen, biochemical, fluorescence; inhibition, % at 12.2 µM; 370,000 compounds, 0.18% hits; Purified PLC-beta3, fluorogenic substrate; 1-phosphatidylinositol 4,5-bisphosphate phosphodiesterase beta-3 (Homo sapiens), Q01970; in the data active = inhibition above about 11%;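 note: 0% = median of compound wells on plate and 100% = full blocker control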
# PLCg1 inh: PLC-gamma1 enzyme inhibitors, primary screen, biochemical, fluorescence, purified enzyme; fluorogenic substrate; inhibition, % at 12.2 µM; 370,000 compounds, 0.84% hits; AID 720700, 2013; in the data active = inhibition above about 9.5%
# hgDAF12 agonist: H. glycines DAF-12 receptor agonists, primary screen, cell-based, luminescence, HEK293, GAL4 fusion, UAS-luciferase | activation, % at 6.8 µM | 370,000 compounds, 1.8% hits | HEK293 GAL4-hgDAF12 UAS-luciferase reporter, agonist luminescence; normalized to butyrate control | AID 687014, 2013;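 active = activation above a cutoff set at the mean of all screened compounds plus 3 SD, cut at about 10% in these data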;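 note: 0% = DMSO wells and 100% = sodium butyrate wells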
# DAX1 inh-2: DAX1 (NR0B1) inhibitors, primary screen, cell-based, HEK293, Gal4-DAX1, luciferase luminescence; HEK293 Gal4-DAX1 luciferase reporter; 340,000 compounds, 0.99% hits; Nuclear receptor subfamily 0 group B member 1 (Homo sapiens), P51843; AID 504766, 2011; inhibition, % at 6.75 µM;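 active = inhibition above the mean over all tested compounds plus 3 SD, cut at about 4.2% in these data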;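 note: 0% = DAX1-transfected cells with DMSO and 100% = empty-vector control cells with DMSO; inhibition shows as a rise in luminescence from relieved DAX1 repression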
# NR1D1 modulator: modulators of Rev-erb alpha DNA binding, primary screen, biochemical, FITC-DNA, fluorescence polarization, uHTS. Nuclear receptor subfamily 1 group D member 1 (Homo sapiens), P20393. Rev-erbα–FITC-DNA binding, 90 min. activity, % at 10 µM. 370,000 compounds, 0.79% hits. AID 1259318, 2017;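 active = activity above about 14%, limit read from the data; passing the limit was not always enough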;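 note: 0% = DMSO wells with 35 nM protein and 100% = DMSO wells with 750 nM protein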
# Target sequence (P20393 whole entry, looked up): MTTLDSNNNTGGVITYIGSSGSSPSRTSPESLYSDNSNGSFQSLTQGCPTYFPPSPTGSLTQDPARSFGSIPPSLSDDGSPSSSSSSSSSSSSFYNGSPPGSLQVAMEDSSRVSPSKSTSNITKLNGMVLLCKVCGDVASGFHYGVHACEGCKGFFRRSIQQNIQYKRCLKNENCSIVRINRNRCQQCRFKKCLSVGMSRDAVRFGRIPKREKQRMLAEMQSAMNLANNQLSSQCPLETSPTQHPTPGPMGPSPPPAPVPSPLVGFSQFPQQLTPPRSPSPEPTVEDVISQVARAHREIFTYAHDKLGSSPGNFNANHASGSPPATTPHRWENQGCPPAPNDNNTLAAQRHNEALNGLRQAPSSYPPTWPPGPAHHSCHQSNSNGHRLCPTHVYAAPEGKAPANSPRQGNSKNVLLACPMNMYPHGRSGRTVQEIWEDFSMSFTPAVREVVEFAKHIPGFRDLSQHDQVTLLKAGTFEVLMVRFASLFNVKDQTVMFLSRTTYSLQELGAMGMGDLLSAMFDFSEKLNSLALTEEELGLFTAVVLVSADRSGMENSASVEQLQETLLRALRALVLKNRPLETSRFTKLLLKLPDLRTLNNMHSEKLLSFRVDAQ
# SMARCA2 act: SMARCA2 (BRM) function activators, primary screen, cell-based, luminescence, high throughput. 370,000 compounds, 1% hits. activation, % at 9.1 µM. MG213 cells, MMTV-luciferase reporter, dexamethasone, overnight; in the data active = activation above about 7.8%;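 note: 0% = vehicle wells and 100% = reference activator wells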
# hcDAF12 agonist: H. contortus DAF-12 nuclear receptor activators, primary screen, cell-based, luminescence, HEK293, lit1-tk-luc reporter; HEK293 hcDAF-12 lit1-tk-luc reporter; 0% DMSO, 100% Δ7-dafachronic acid; activation, % at 6.8 µM; 370,000 compounds, 1.4% hits;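 active = activation above the mean of all tested compounds plus 3 SD, cut at about 5.5% in these data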;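 note: 100% = response to 3 µM Δ7-dafachronic acid high control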
# ssDAF-12 act: S. stercoralis DAF-12 nuclear receptor activators, primary screen, cell-based, luminescence, HEK293, GRIP1 co-expression, lit1-tk-luc | 370,000 compounds, 1% hits | HEK293 ssDAF-12/GRIP1 lit1-tk-luc reporter; % of 3 µM dafachronic acid response | activation, % at 6.8 µM;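 active = activation above the mean over all tested compounds plus 3 SD, cut at about 0.9% in these data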;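 note: 0% = DMSO-only wells and 100% = 3 µM delta7-dafachronic acid wells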
# MBD2 DNA inh: inhibitors of MBD2 binding to methylated DNA, primary screen, biochemical, TR-FRET, DNA-binding domain, human. MBD2 binding to methylated oligonucleotide. 370,000 compounds, 0.31% hits. inhibition, % at 4.4 µM. Methyl-CpG-binding domain protein 2 (Homo sapiens), Q9UBB5; in the data active = inhibition above about 13%
# Target sequence (Q9UBB5 whole entry, looked up, the tested form may be a part): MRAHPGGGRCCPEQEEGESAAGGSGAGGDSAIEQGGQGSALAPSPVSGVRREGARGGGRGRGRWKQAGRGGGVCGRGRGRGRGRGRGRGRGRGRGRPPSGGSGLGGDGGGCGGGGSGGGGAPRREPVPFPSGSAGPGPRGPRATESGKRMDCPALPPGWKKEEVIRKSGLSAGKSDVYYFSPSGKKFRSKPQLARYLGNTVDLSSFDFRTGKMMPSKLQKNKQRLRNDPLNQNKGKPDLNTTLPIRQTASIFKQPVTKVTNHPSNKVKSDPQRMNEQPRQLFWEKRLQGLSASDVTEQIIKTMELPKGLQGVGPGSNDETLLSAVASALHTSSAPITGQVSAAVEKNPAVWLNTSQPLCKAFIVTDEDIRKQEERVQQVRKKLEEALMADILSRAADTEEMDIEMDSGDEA
# ADAM17 inh: ADAM17 inhibitors, primary screen, biochemical, QFRET | recombinant ADAM17, EDANS/DABCYL FRET peptide cleavage | inhibition, % at 6.95 µM | 370,000 compounds, 0.83% hits | AID 720648, 2013;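 active = inhibition above the mean of compounds lying between control limits plus 3 SD, set per campaign, cut at about 8.5% in these data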;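 note: 0% = DMSO-only wells as the low control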
# The depositor's hits bear a star; . = not tested or not shown; & = joins results of further samples.
SMILES,DAX1 inh-1,PLC-beta3 inh,PLCg1 inh,hgDAF12 agonist,DAX1 inh-2,NR1D1 modulator,SMARCA2 act,hcDAF12 agonist,ssDAF-12 act,MBD2 DNA inh,ADAM17 inh
O=C(Nc1ccc2nc3n(c(=O)c2c1)CCCCC3)c1ccccc1[N+](=O)[O-],0.1,-5,0,3.6,0.2,0,-1,-1.9,-0.8,1,1
Cc1nc2sc(C)c(C)c2c(=O)[nH]1,0.5,0,1,0.2,-0.4,-5,-2,-0.9,-0.9,4,-2
CN(C(=O)COC(=O)c1ccc(Cl)nc1)C1CCS(=O)(=O)C1 (stereo not given),-0.2,-5,-2,-1.9,0.1,-3,-2,0.4,-1.3,-4,-2
COc1ccc(/C(C)=N\NS(=O)(=O)c2ccccc2)cc1OC,0.8,2,1,-0.5,1.4,-1,4,-0.7,-1.3,5,-1
COc1nccnc1NS(=O)(=O)c1ccc(NC(=S)NC(=O)c2ccc(F)c(F)c2)cc1,-0.2,0,5,6.1,0.2,-2,-4,2.1,-0.8,3,3
Cc1cc2c(cc1S(=O)(=O)N(C)c1ccccc1)n(C)c(=O)n2C,0.1,0,2,0.8,-0.8,9,-2,-0.7,-0.7,5,-2
O=C(CCCC(=O)N/N=C\c1ccccn1)N/N=C\c1ccccn1,-0.1,2,2,-1.3,-0.1,0,-4,-2.3,-0.9,-5,0
CN(C)/C=C/C(=O)c1cc(F)cc(C(F)(F)F)c1,-0.5,-6,-7,-2.1,1.9,0,1,0.3,-1.9,8,-1
Cc1ccc(S(=O)(=O)/N=C2\SC(CC(=O)Nc3ccc(F)cc3)C(=O)N2c2ccccc2)cc1 (stereo not given),-0.5,11*,7,1.8,-0.6,-2,-2,-2.4,-0.9,-6,7
Cc1nn(CC(=O)NC2CC2)c(C)c1S(=O)(=O)NC(C)(C)C,0.7,1,-1,-2.0,-0.2,3,1,0.9,-1.0,6,-5
Cc1cc(NC(=O)c2ccco2)ccc1NC(=O)c1ccco1,0.4,-3,1,4.8,-0.2,2,9.7*,4.1,-0.7,3,2
COc1ccc2c(c1)C(NC(=O)C(F)(F)F)CC2=O (stereo not given),0.1,-3,-2,-1.8,2.8,-4,-1,0.5,-1.0,-1,0
Cc1ccc(C(=O)OCC(=O)N2CCC(c3ccccc3)=N2)cc1,0.9,6,-1,-0.1,0.5,8,-7,-1.4,-1.4,-3,6
COc1ccc(-c2cn3cc([N+](=O)[O-])ccc3n2)cc1OC,0.0,-7,-1,8.0,2.9,-2,0,-1.1,-1.7,-5,-4
COc1ccc(CCNC(=O)CSc2cn(Cc3cccc(C)c3)c3ccccc23)cc1OC,-0.6,2,4,-1.3,-0.2,-8,0,2.2,-0.7,-2,2
COc1ccccc1C(=O)OCC(=O)NC(=O)NCc1ccccc1,0.1,6,2,1.3,0.1,-2,1,0.1,0.1,-2,4
CN(C)c1ccc(Nc2ccc([N+](=O)[O-])cn2)cc1,0.8,2,8,7.1,5.4*,9,-1,1.2,-0.1,-18,7
CCC/C=C(\CCC)C(NC(=O)c1ccc(C(=O)OC)cc1)c1ccc(C(=O)OC)cc1 (stereo not given),-0.3,3,2,1.6,.,-3,-1,-0.7,-0.8,-5,1
CCSc1ccccc1C(=O)N1CCN(Cc2ccc3c(c2)OCO3)CC1,-0.6,-1,0,-0.8,-0.2,3,-4,-2.6,-2.3,-5,-5
CCCN1CCN(S(=O)(=O)c2ccc3c(c2)CCC(=O)N3)CC1,0.8,-3,1,0.6,0.3,3,-2,-0.1,-1.4,-7,2
O=c1cc(-c2ccccc2)[nH]c2ccccc12,1.0,-6,0,-2.8,1.0,-8,-1,-0.7,-0.5,2,-8
CNC(=O)c1cc(S(=O)(=O)Nc2ccc3c(c2)OCO3)ccc1C,-1.2,-4,8,-3.3,0.0,2,-4,2.2,-1.4,-1,5
O=C(NC1CCCCCC1)c1ccc2nc3cc(Cl)ccc3c(=O)n2c1,1.1,-43,-29,-1.1,-0.6,10,-1,-1.5,-1.1,-5,-19
O=[N+]([O-])c1ccccc1N/N=C1\CCc2ccccc21,0.9,-4,5,5.5,2.0,4,0,4.2,0.4,5,-2
Cc1ccc(C)c(OCC(=O)Nc2c[nH]c(=O)[nH]c2=O)c1,0.1,2,-1,-0.1,-0.8,4,-1,1.5,-0.4,-1,-3
C=CCn1c(CNC(=O)c2ccco2)nnc1SCC(=O)Nc1cccc(F)c1,-0.1,-3,1,0.1,-0.5,-5,-4,-1.8,-2.0,-6,-6
Cc1csc(NC(=O)CCC(=O)N(CC(=O)NC2CCCC2)Cc2ccccc2)n1,-0.7,-7,0,0.4,-0.7,2,-4,-0.7,-1.5,-5,-5
Nc1cc[n+](CC(=O)Nc2ccccc2)cc1,0.8,3,0,0.4,1.0,-8,-5,0.0,-1.1,1,0
O=C(O)CCC(=O)NCc1c(Cl)cccc1Sc1ccc(Cl)cc1,0.1,-12,-13,-0.1,.,-1,-1,-0.4,-1.4,4,-5
COc1ccc(NC(=O)c2cc(C3CCCCN3S(=O)(=O)c3ccc(C#N)cc3)on2)c(C)c1 (stereo not given),-1.1,2,0,-3.6,.,-2,0,-1.7,-1.4,2,0
COc1ccc2c(C)cc(SCc3c(C)noc3C)nc2c1,2.2,-2,-4,-1.4,-0.8,-1,0,-1.7,-0.9,-1,-3
Cc1cc(N)n2ncc(-c3ccc(Cl)cc3)c2n1,2.6,-450,-379,9.9,0.9,-10,7,6.7*,0.2,-2,-38
CN(c1ccccc1)S(=O)(=O)c1ccc(Cl)c(C(=O)Nc2ccc(-c3nc4ccccc4[nH]3)cc2)c1,-2.7,-263,-266,-11,-3.7,5,-2,-4.8,-0.9,5,0
CC(Oc1ccc2ccccc2c1)C(=O)N/N=C/c1cccnc1 (stereo not given),-0.4,-8,-5,-1.9,-1.5,0,-2,0.8,-1.5,-2,-2
CC(C)C(=O)Nc1nnc(COc2ccc(Cl)cc2)s1,-0.2,-8,0,-0.6,2.5,2,-5,0.1,-0.7,3,-1
O=C(NCC1CCCO1)C1CCC(CNS(=O)(=O)c2ccccc2)CC1 (stereo not given),-0.3,1,1,0.7,0.2,-1,-1,-0.8,-1.5,1,-2
COc1ccc(-c2nc(=S)c3c(n2CCN2CCOCC2)CC(C)(C)OC3)cc1,-0.6,-8,0,-1.5,0.3,1,2,1.1,-1.5,2,4
CCC1=Nc2ccccc2NC2=C1C(=O)CCC2,3.5,-21,-16,14*,1.9,9,2,15*,2.6*,-3,-6
O=C(N/N=C/c1cn(-c2cccs2)nc1-c1ccccc1)c1ccccc1O,-2.2,-109,-84,0.4,-1.6,-7,-3,-3.8,-2.3,-1,-10
O=C(CCC(=O)N1CCN(c2ccccc2F)CC1)N1CCN(c2ccc(F)cc2)CC1,-0.9,-3,2,1.0,-1.6,4,-3,-2.3,-2.0,3,1

# No new results follow: 5 of the compounds above.
SMILES,DAX1 inh-1,PLC-beta3 inh,PLCg1 inh,hgDAF12 agonist,DAX1 inh-2,NR1D1 modulator,SMARCA2 act,hcDAF12 agonist,ssDAF-12 act,MBD2 DNA inh,ADAM17 inh
O=C(NCC1CCCO1)C1CCC(CNS(=O)(=O)c2ccccc2)CC1 (stereo not given),-0.3,1,1,0.7,0.2,-1,-1,-0.8,-1.5,1,-2
COc1ccc(-c2nc(=S)c3c(n2CCN2CCOCC2)CC(C)(C)OC3)cc1,-0.6,-8,0,-1.5,0.3,1,2,1.1,-1.5,2,4
CCC1=Nc2ccccc2NC2=C1C(=O)CCC2,3.5,-21,-16,14*,1.9,9,2,15*,2.6*,-3,-6
O=C(N/N=C/c1cn(-c2cccs2)nc1-c1ccccc1)c1ccccc1O,-2.2,-109,-84,0.4,-1.6,-7,-3,-3.8,-2.3,-1,-10
O=C(CCC(=O)N1CCN(c2ccccc2F)CC1)N1CCN(c2ccc(F)cc2)CC1,-0.9,-3,2,1.0,-1.6,4,-3,-2.3,-2.0,3,1

# New compounds follow.
SMILES,DAX1 inh-1,PLC-beta3 inh,PLCg1 inh,hgDAF12 agonist,DAX1 inh-2,NR1D1 modulator,SMARCA2 act,hcDAF12 agonist,ssDAF-12 act,MBD2 DNA inh,ADAM17 inh
CCOC(=O)c1c(-c2cccc([N+](=O)[O-])c2)csc1N,0.2,0,1,-2.0,-0.1,4,1,-1.1,-2.1,-1,4
COc1cccc(-c2nc(C(=O)NCC3CCCO3)cc3c2[nH]c2ccccc23)c1 (stereo not given),-4.4,-130,-94,-7.0,-4.9,5,0,-3.3,-1.8,-6,-67
CCCCn1nnnc1C(c1ccccc1)N1CCN(Cc2c(F)cccc2Cl)CC1 (stereo not given),-0.8,3,0,-1.4,.,2,-1,1.1,0.7,0,1
CCCS(=O)(=O)NCCc1cc2c(C)ccc(C)c2[nH]c1=O,-0.3,0,-1,-1.3,1.4,1,-1,-0.9,-1.3,-1,-11
O=C(NCC1CCCN(Cc2cccc(OCCO)c2)C1)c1ccc(F)cc1 (stereo not given),0.6,-11,0,2.8,0.9,-5,-2,1.3,-1.2,-6,-5
N#Cc1c(-c2ccc(F)cc2)ccnc1N1CCOCC1,-0.3,-112,-93,1.9,2.7,1,3,-1.5,-1.8,-2,-44
CCOc1ccc2nc(NC(=O)CSc3nc4c(c(=O)n(C)c(=O)n4C)n3C(C)C)sc2c1,0.4,4,-1,-1.5,0.9,-8,-1,-0.2,-0.9,9,-8
C#CCSc1cc(C(F)(F)F)nc(-c2ccccn2)n1,-0.7,-53,-3,5.6,-1.0,0,-5,-0.8,-0.8,5,-4
Cc1ccc(SCC(=O)Nc2c(Br)cnn2C)cc1,-0.7,-8,-2,-3.3,-2.5,5,-3,-0.9,-2.0,0,-3
NS(=O)(=O)c1cc(C2(O)NC(=O)c3ccccc32)ccc1Cl (stereo not given),0.2,-3,1,0.1,0.0,1&-4,-6,-0.7,-0.6,1,-4
COc1ccccc1NC(=S)N(Cc1ccccc1)Cc1ccccn1,-0.5,3,0,2.1,1.5,3,-4,-0.1,-1.2,-4,1
Cc1c(NC(=O)COc2cccc(F)c2)c(=O)n(-c2ccccc2)n1C,-0.3,-5,3,3.5,1.0,-1,1,0.5,-0.1,-3,0
CC(O)[C@@H](NC(=O)C1CCC(CNC(=O)[C@H](Cc2ccccc2)NC(=O)OC(C)(C)C)CC1)C(=O)O (stereo not given in full),-0.3,1,2,4.2,-1.1,-2,5,0.5,-0.8,-6,1
Cn1cc(Cl)c(C(=O)N/N=C/c2ccc(OS(=O)(=O)c3ccccc3)cc2)n1,-0.2,6,9,2.9,-0.3,3,-3,-1.4,-1.7,-5,6
COc1cc(OC)cc(-c2c(-c3cccs3)c3cc(-c4cccc5[nH]ccc45)ccc3n2C)c1,-0.4,-449,-321,-2.3,0.1,5,-1,-1.7,-1.4,11,-54
